Assay outcomes (PubChem BioAssay)
HSF-1 act: increases HSF-1 driven luciferase reporter signal; activation, % at 9 µM; NIH3T3-HGL HSF-1 luciferase reporter, MG132, 8 h; 100% = twice DMSO control signal; 300,000 compounds, 1.7% hits;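 active = mean replicate activation of at least 50% with a set share of replicates each reaching 50%; inconclusive = only one of those two conditions met; inactive = mean below 50% and too few replicates reaching it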;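 note: 0% = median of the neutral control wells and 100% = twice that signal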
KLF5 inhibitor: suppresses KLF5 promoter-driven expression. 290,000 compounds, 0.23% hits. DLD-1 KLF5 promoter-luciferase reporter, luminescence. inhibition, % at 5 µM;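 active = inhibition above a per-plate limit of that plate's mean compound inhibition plus 3 SD, cut at about 60% in these data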;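 note: 0% = DMSO wells and 100% = LY294002 at 200 µM; higher means less KLF5 promoter-driven luciferase light; inactives centre near -14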
HIF act: HIF pathway transcriptional activation; activation, % at 7.5 µM (by protocol); U2OS HRE-luciferase reporter, luminescence; normalized: DMSO 0%, desferrioxamine 100%; AID 1910; 300,000 compounds, 0.32% hits;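 active = mean activation of at least 10% of the iron chelator positive control signal, with at least half of replicates also reaching 10%; inconclusive = mean and replicate majority disagree about reaching 10%; inactive = mean and most replicates under 10%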
AI-2 QS modul: modulates the Vibrio harveyi AI-2 quorum sensing system; activity change, % at 7.5 µM; Vibrio harveyi JMH597 AI-2 luminescence/OD600 ratio, 9 h; hits give low values; strain lacks LuxN and CqsS sensors; 0 = neutral-control median; 300,000 compounds, 0.4% hits; AID 2094; in the data active = activity change below about -75%, passing the limit was not always enough; inconclusive = no clear call, values can overlap the other calls;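 note: luminescence divided by OD600 gain over 9 h not by final OD600 alone; inactives centre near 13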
HSP90 refold inh: blocks HSP90-mediated luciferase refolding in reticulocyte lysate. Rabbit reticulocyte lysate, luciferase refolding luminescence, 3 h. inhibition, % at 5.6 µM. 290,000 compounds, 0.91% hits. AID 1789;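 active = inhibition above the screen-wide mean plus 3 SD, computed separately per campaign, cut at about 16% in these data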;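 note: 0% = DMSO wells and 100% = 60 µM geldanamycin wells; inhibitors lower the luminescence because luciferase stays unfolded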
SKKanGAS inh: inhibitors of SKKanGAS S. pyogenes growth in kanamycin (SK-promoter or general growth effect); BacTiter-Glo, 6 h; inhibition, % at 7.5 µM; 300,000 compounds, 1.3% hits; AID 1662;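 active = mean replicate score, as percent of positive control median, at least 50; inconclusive = mean below 50 but one replicate at or above 50; inactive = mean and every replicate below 50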;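 note: strain carries kanamycin resistance gene driven by streptokinase promoter and grows in 40 µg/ml kanamycin; loss of luminescence reflects streptokinase promoter inhibition or plain growth inhibition; 0% = median of DMSO wells and 100% = positive control at its reference dose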
aSyn 5UTR inh: 5' untranslated region of α-synuclein, MLPCN primary screen; alpha-synuclein 5'UTR reporter, inhibitor activity; inhibition, % (tested at 7.5 µM); 300,000 compounds, 0.82% hits; AID 1813; in the data active = inhibition above about 60%; inconclusive = no clear call, values can overlap the other calls;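 note: H4 neuroglioblastoma cells stably carrying SNCA 5'UTR luciferase fusion; 0% = DMSO wells and 100% = positive control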
IEC-6 cytotox: IEC-6 cytotoxicity, counter-screen for KLF5 inhibitors. luminescence viability. inhibition, % at 5 µM. 290,000 compounds, 0.78% hits. AID 1825; in the data active = inhibition above about 22%;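 note: 0% = plate median of test compound wells and 100% = cytotoxic reference compound wells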
Platelet DG rel: modulates dense granule release in human platelets. 300,000 compounds, 0.22% hits. inhibition, %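 (compounds screened at 7.5 µM in platelet-rich plasma)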. human platelet-rich plasma, SFLLRN dense granule ATP release, luminescence;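 active = mean replicate score, as percent of positive control, at or above 50; inconclusive = mean below 50 but at least one replicate at or above 50; inactive = mean and every replicate below 50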
HSF1 inh: HSF1 inhibition; NIH3T3-HGL HSE-luciferase, MG132-induced, luminescence 8 h; hits give low values; 300,000 compounds, 0.77% hits; activity change, negative = inhibition, % at 7.5 µM (by protocol);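 active = more than half of replicate wells show activity change below -50%, luminescence cut by over half; inconclusive = some wells, but at most half, below -50%; inactive = no replicate well below -50%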;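 note: luciferase reports HSF-1 transcriptional activity via heat shock element; 0% = median of DMSO wells and -100% = zero luminescence signal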
* = called active by the depositor; ? = inconclusive; nt = not tested or not shown.

SMILES | HSF-1 act | KLF5 inhibitor | HIF act | AI-2 QS modul | HSP90 refold inh | SKKanGAS inh | aSyn 5UTR inh | IEC-6 cytotox | Platelet DG rel | HSF1 inh
N#Cc1c(N)n(CCOC(=O)c2ccc(Cl)cc2)c2nc3ccccc3nc12 | 26.8 | -31.2 | -0.3 | 28.6 | -0.6 | 13.1 | 7.4 | -6.0 | 0.1 | 17.0
COc1ccnc(-n2cccc2C#N)c1C#N | -2.3 | 0.8 | 0.7 | 16.0 | -1.8 | -14.5 | -7.1 | 0.6 | -4.1 | 3.8
CC(Sc1nnc(CNc2cccc3ccccc23)n1-c1ccccc1)C(=O)N/N=C/c1ccco1 (stereo not given) | -9.3 | -28.7 | -0.5 | 1.2 | 0.8 | 5.5 | -1.0 | 1.4 | nt | -2.5
CCN(C1CCCCC1)S(=O)(=O)c1cc2c3c(c1)CCN3C(=O)CC2 | 9.7 | nt | 1.3 | -9.2 | nt | 1.7 | -3.2 | nt | 0.3 | -5.5
O=C(COC(=O)COc1ccc(Br)cc1)NCCC1=CCCCC1 | 15.2 | 0.2 | 0.1 | 3.2 | -3.7 | -3.5 | 29.5 | -2.7 | -10.9 | -7.5
COc1cc(C2C(C(=O)c3ccc(C)o3)=C(O)C(=O)N2CCN2CCOCC2)ccc1OCCC(C)C (stereo not given) | 39.7 | -0.1 | 0.5 | 0.3 | 2.5 | 1.4 | -14.2 | -2.8 | -1.4 | 0.8
CCOC(=O)c1nnn(CC(=O)NC(=O)Nc2ccccc2)c1C(=O)OCC | -5.7 | -19.9 | 0.9 | 5.6 | 0.5 | 2.0 | 6.4 | -0.8 | 6.2 | -0.1
CC(NC(=O)C(C)(C)C)C(c1cccs1)N1CCN(Cc2ccccc2)CC1 (stereo not given) | -11.3 | -3.2 | -0.7 | 3.1 | 1.7 | 3.7 | -4.8 | -2.2 | 4.9 | 3.4
CCC(C)NC(=O)CCS(=O)(=O)c1ccc2c(c1)n(C)c(=O)c(=O)n2C (stereo not given) | 3.7 | -16.3 | nt | 20.8 | -5.2 | 3.3 | -10.2 | -6.8 | -2.6 | -2.0
COC(=O)c1ccc(Cn2cnc3c(cnn3-c3ccc(C)c(C)c3)c2=O)o1 | -4.5 | -11.7 | -0.1 | 8.2 | 1.9 | 4.8 | 25.3 | -1.8 | -4.9 | 0.0
COc1ccc(CN(C(=O)Cc2c[nH]c3ccccc23)C(C(=O)NC2CCCCC2)c2ccc(C)o2)cc1 (stereo not given) | -30.0 | -24.8 | -0.3 | 35.5 | 1.9 | 23.7 | 25.5 | -7.9 | 3.4 | -13.2
N/C(=N\OC(=O)c1ccc(Cl)c(Cl)c1)c1ccccn1 | 1.0 | -94.8 | -0.8 | 13.7 | -1.5 | -6.7 | -54.5 | -1.5 | 11.6 | 4.9
CCn1c(CNc2nc3ccccc3n2C(C)C)nc2ccccc21 | 22.8 | 7.5 | 1.6 | 20.2 | 4.8 | 2.9 | -0.5 | 2.5 | 1.2 | 1.0
COc1ccc(CNC(=O)CN2C(=O)NC3(CCCCCC3)C2=O)cc1OC | nt | -17.3 | nt | 1.0 | -1.1 | 7.8 | nt | 2.2 | -8.6 | nt
Cc1cccc(NC(=O)CCN2CCOCC2)c1 | 1.0 | -0.2 | 0.0 | 13.4 | -1.3 | 8.5 | -22.2 | -2.3 | 3.5 | 4.2
CCn1nnnc1NCc1cccn1C | -1.1 | -3.6 | -0.2 | 19.3 | 1.0 | -4.3 | 19.3 | 1.4 | 2.2 | 3.1
N#Cc1ccc(NC(=O)COC(=O)CSc2nnc(-c3ccc(Cl)cc3)o2)cc1 | -1.8 | -7.1 | 0.0 | 13.0 | 4.2 | 1.4 | -9.6 | -5.1 | -0.4 | -9.6
Cc1ccc(C(=O)COC(=O)CNS(=O)(=O)c2ccc(C)cc2)cc1 | 8.4 | -9.9 | -0.3 | 10.5 | 0.4 | 4.2 | -0.3 | 2.6 | 9.0 | 6.7
C/C(=N\NC(=O)c1ccccc1O)c1ccc(Br)s1 | 23.7 | -79.2 | 1.5 | 6.7 | 0.6 | 2.3 | -161.9 | -5.1 | 5.5 | 14.4
CN(C)c1ccc(/C=N/NC(=O)c2cnc3ccccc3c2)cc1 | 6.5 | -43.8 | -0.4 | 8.4 | -2.5 | -8.3 | -43.8 | 5.2 | -5.2 | -3.7
O=C(O)CCCN1C(=O)c2ccccc2Sc2ncccc21 | 4.1 | -26.2 | 2.2 | 12.7 | 4.9 | -1.8 | 9.1 | -7.8 | 11.0 | -3.6
CCC(NC(=O)CCc1c(C)c2cc3c(-c4ccccc4)coc3cc2oc1=O)C(=O)O (stereo not given) | 9.0 | -12.6 | -4.0 | 21.8 | -3.0 | 12.1 | -0.4 | -0.5 | -3.9 | -0.1
CN(CC(=O)Nc1cccc(S(=O)(=O)N2CCCC2)c1)CC(=O)Nc1ccc(Cl)c(C(F)(F)F)c1 | -5.6 | nt | -0.4 | 6.6 | nt | 10.0 | 11.7 | nt | 0.8 | 7.6
CCOc1ccc(Br)cc1S(=O)(=O)Nc1ccc(C(=O)Nc2ccccc2OC)cc1 | 9.2 | -11.1 | 0.0 | 1.1 | -4.2 | 27.0 | 3.9 | -1.5 | 11.8 | 1.7
Cn1c(N2CCN(C(c3ccccc3)c3ccccc3)CC2)nc2ccccc21 | 16.6 | -15.9 | -16.8 | 9.1 | -2.0 | 26.8 | 0.2 | -9.9 | -14.1 | 6.9
Next part.
SMILES | HSF-1 act | KLF5 inhibitor | HIF act | AI-2 QS modul | HSP90 refold inh | SKKanGAS inh | aSyn 5UTR inh | IEC-6 cytotox | Platelet DG rel | HSF1 inh
COc1ccc(N(CC(=O)Nc2cc(C)ccc2OC)S(=O)(=O)c2c(C)noc2C)cc1 | 4.5 | -7.2 | 1.1 | 9.9 | 1.5 | -13.8 | 12.4 | 5.8 | -6.6 | -5.0
COc1ccc(CN2CCC(Oc3ccc(C(=O)N4CCCCC4)cc3)CC2)cc1C | 5.5 | -24.2 | -0.6 | 36.1 | 0.5 | -4.6 | -8.3 | -5.4 | 0.8 | 11.3
CSCCC(NS(=O)(=O)c1ccc(Cl)cc1)C(=O)OCC(=O)N1CCCc2ccccc21 (stereo not given) | 8.5 | -11.0 | 0.0 | 13.2 | 2.0 | -3.0 | 7.7 | 4.2 | 1.4 | 16.0
COn1c(SCc2ccccc2)nc2ccccc2c1=O | 2.0 | -30.6 | -0.7 | 20.5 | -2.1 | 28.2 | 23.0 | 1.1 | -4.9 | -0.6
Cc1ccc(Cn2cccc2/C=C2/C(=N)N3C=CSC3=NC2=O)cc1 | -1.7 | 0.1 | 0.7 | 13.6 | 2.8 | -0.3 | 23.0 | -1.0 | -3.6 | -8.8
Cc1ccc(C)c(OCCCCN2CCCCC2)c1 | -5.5 | 2.7 | -1.5 | 20.7 | -2.0 | 2.3 | 6.6 | 0.8 | -3.1 | -4.3
Cc1c(NC(=O)CC(O)(C(F)(F)F)C(F)(F)F)c(=O)n(-c2ccccc2)n1C | 29.7 | -9.6 | -0.2 | 42.9 | 0.4 | 0.0 | 21.4 | -6.9 | 20.4 | -4.1
COc1ccc(C(=O)C2CCCN(Cc3cccn3-c3cccnc3)C2)cc1OC (stereo not given) | 4.3 | -12.5 | 0.1 | 11.9 | 4.0 | -3.3 | 21.4 | 4.2 | -1.6 | -0.8
CCn1c(C)c(C(=O)O)c2cc(OC)c3ccccc3c21 | 1.4 | 8.1 | -23.1 | 9.6 | 0.5 | -2.9 | 0.5 | -3.8 | -5.1 | -14.3
CCN(CC)S(=O)(=O)c1ccc(C(=O)C(C#N)c2ccccn2)cc1 (stereo not given) | 28.7 | -4.9 | -1.7 | -7.5 | 0.7 | -2.8 | 5.3 | 2.5 | 4.1 | 11.9
COc1ccc(C(=O)c2coc3ccc(O)c(CN(C)C)c23)cc1 | ? | -29.9 | 1.1 | 23.9 | 34.9* | -2.8 | -12.6 | -5.2 | 28.6 | 51.2
Cc1ccsc1/C=N/NC(=O)c1nnn(-c2nonc2N)c1C(C)C | 16.4 | -5.2 | -0.3 | 4.9 | -7.8 | 9.7 | -15.6 | -3.3 | -3.8 | 0.0
Cn1c(CNC(=O)CNC(=O)c2ccc(C(C)(C)C)cc2)cc(=O)n(C)c1=O | -16.0 | -35.1 | -0.2 | 2.4 | -3.4 | 3.5 | 2.7 | -6.7 | 2.6 | -1.4
Cc1ccc(C2c3c(oc4ccccc4c3=O)C(=O)N2c2nnc(C(C)C)s2)o1 (stereo not given) | -6.7 | -35.5 | 0.0 | -6.4 | -5.0 | 0.0 | -0.4 | -0.7 | -3.5 | 0.6
O=C(/C=C/c1ccccc1[N+](=O)[O-])NC1CCCC1 | 15.0 | -17.9 | 0.4 | -5.0 | -3.9 | -19.9 | -58.1 | 1.8 | 3.5 | 2.3
CC(=O)Nc1ccc(Sc2ncccc2C(=O)Nc2ccc(OC(F)(F)F)cc2)cn1 | 11.6 | 7.4 | 0.4 | 24.8 | 1.4 | -15.9 | -32.3 | 7.1 | -15.1 | 1.5
COCCCNC(=O)C(=O)Nc1ccc2c(c1)N(S(=O)(=O)c1cccs1)CCC2 | -21.3 | nt | -0.2 | 19.6 | nt | 26.5 | ? | nt | -1.1 | -6.1
N#CC1(C#N)CC(C=O)=C(N)C1(C#N)CC(=O)c1ccc(F)cc1 (stereo not given) | nt | -29.6 | nt | 8.7 | 0.1 | 6.2 | nt | 5.3 | nt | nt
CCS(=O)(=O)Nc1cccc(-c2ccc3nnc(-c4cccnc4)n3n2)c1 | 2.8 | -19.4 | -1.0 | 1.3 | -1.3 | 4.8 | 24.2 | -2.0 | -5.0 | -3.7
CCC(=O)Nc1ccc(C2C(=O)c3ccccc3C2=O)cc1 | 22.8 | -74.7 | -12.6 | 14.3 | 5.3 | 12.6 | -14.3 | 5.3 | 14.5 | 6.7
Brc1ccc(COn2ccnc2)cc1 | 1.7 | -6.2 | 0.4 | -3.7 | 1.0 | 18.1 | -44.3 | 11.1 | 5.1 | -3.0
CCOc1cc(-c2sc(Nc3ccccc3)n[n+]2C)ccc1OC | -5.0 | -1.3 | 0.0 | 8.1 | -3.4 | -5.9 | -20.3 | -8.9 | -2.6 | -4.4
Cc1ccsc1/C=N/NC(=O)C(=O)NCC(C)C | 22.8 | -62.7 | 4.4 | 21.1 | 1.7 | 9.2 | -76.5 | -1.9 | -0.5 | 8.8
CSc1ccccc1NC(=O)COc1ccc(Cl)cc1Cl | 30.3 | 0.2 | 5.2 | 6.8 | 2.5 | 8.9 | -28.6 | 4.0 | 4.0 | 19.7
CC1SC(C)C(=O)N(CC(=O)Nc2ccc3c(c2)OCO3)C1=O (stereo not given) | 10.2 | 0.6 | -0.7 | -36.4 | 3.5 | nt | -13.6 | 4.6 | 3.0 | -6.7
OCCNc1nc(Nc2cc(Cl)ccc2OC2CCCC2)nc(N2CCCC2)n1 | 0.5 | nt | -0.1 | 11.2 | nt | 67.5* | -45.0 | nt | 0.4 | -1.5
CCN(Cc1ccccc1)C(=O)c1c(-c2ccccc2Cl)noc1C | 11.4 | -33.0 | -0.4 | -0.4 | -3.7 | 24.5 | 2.1 | -5.0 | -3.0 | 5.2
